# HIF-2a block – blocks HIF-2a reporter activity; actives 0.72% (n = 360,000); inhibition, % at 18.8 µM; 786-0 RCC cells HIF-2a reporter, luciferase luminescence, overnight; AID 624352;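 active means inhibition of the luminescence signal of 40% or more relative to plate controls, in a single-dose primary screen at 18.75 µM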
# NR2E3 ag-1 – human photoreceptor-specific nuclear receptor agonism; Q9Y5X4; AID 602229; CHO-S Gal4-NCOR/VP16-NR2E3 two-hybrid, luciferase; inhibition of corepressor binding, % at 3.98 µM; actives 0.35% (n = 360,000);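 active means inhibition above the mean of all tested compounds plus 3 SD, cut at about 70% in these data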;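 further: 0% = DMSO with NR2E3 transfected cells and 100% = cells lacking NR2E3 construct; higher means lower luciferase signal from less NR2E3 corepressor binding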
# Target sequence (Q9Y5X4 whole entry, looked up, the tested form may be a part): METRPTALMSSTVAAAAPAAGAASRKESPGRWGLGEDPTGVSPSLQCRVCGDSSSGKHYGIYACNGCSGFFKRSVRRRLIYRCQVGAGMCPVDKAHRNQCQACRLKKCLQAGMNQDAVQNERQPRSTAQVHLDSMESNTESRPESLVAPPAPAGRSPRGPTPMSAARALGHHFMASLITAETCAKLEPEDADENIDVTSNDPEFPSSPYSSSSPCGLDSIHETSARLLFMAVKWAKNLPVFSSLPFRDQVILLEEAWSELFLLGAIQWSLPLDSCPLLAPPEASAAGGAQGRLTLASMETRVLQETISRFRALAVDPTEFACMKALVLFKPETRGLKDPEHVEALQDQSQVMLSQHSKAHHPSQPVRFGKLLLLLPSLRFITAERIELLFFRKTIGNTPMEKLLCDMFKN
# Peg3 promoter – reduces Peg3 promoter-driven luciferase expression in HeLa; HeLa PEG-Prom luciferase reporter, luminescence, overnight; inhibition, % at 20 µM; actives 1.7% (n = 360,000);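 active means inhibition of at least 50% at 20 µM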
# LMP1 NFkB inh – Epstein-Barr LMP1 NF-kappaB reporter inhibition; LMP1-induced NF-kappaB luciferase reporter cells, luminescence; inhibition, % at 12.5 µM; actives 0.69% (n = 350,000); in the data active means inhibition above about 41%;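 further: 0% = neutral control wells and 100% = reference inhibitor control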
# MITF TRPM1 inh – MITF TRPM1 promoter inhibition in SK-MEL-5 cells. SK-MEL-5 TRPM1 promoter luciferase, 24 h. inhibition, % at 12.5 µM. actives 0.83% (n = 330,000). AID 488899;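 active means mean inhibition across replicates of 60% or more, whatever share of single replicates reaches that level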; further: values of inactives mirror those of a sister screen read the other way
# CF NFkB inh – inhibitors of cystic fibrosis induced NF-kB; KKLEB NF-kB-GFP reporter, PAF-induced, GFP fluorescence overnight; inhibition, % at 5 µM; actives 0.86% (n = 360,000);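 active means at least 50% inhibition at 5 µM, scaled per plate between neutral and stimulator controls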;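 further: PAF is a Pseudomonas aeruginosa culture filtrate used as stimulus; plate controls were PAF-stimulated DMSO wells for no effect and unstimulated DMSO wells for full effect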
# Shn3 3UTR inh – inhibitors of Schnurri-3 3'UTR reporter in osteoblasts; Clone20 osteoblast Shn3 3'UTR firefly luciferase, 24 h; inhibition, % at 12.5 µM; actives 0.52% (n = 360,000); AID 588674;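 active means mean inhibition of at least 75% with every replicate also reaching 75%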;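 further: 0% = median of neutral control wells and 100% = pilot-screen positive control compound; some compounds past the cut are filed as inactive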
# KKLEB cytotox – CF airway cell cytotoxicity counter-screen | KKLEB CF airway cells viability, ATPlite luminescence, overnight; stronger effect = lower value; cells stimulated with P. aeruginosa culture filtrate | activity change (cytotoxicity), % at 5 µM | actives 0.36% (n = 360,000) | AID 602141;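 active means corrected activity change at or below -50% at 5 µM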
# iPSC survival up – enhancers of human iPSC single-cell survival; hiPSC single-cell survival, ATPlite luminescence; 100% = ROCK inhibitor wells, 0% = DMSO; survival enhancement, % at 20 µM; actives 0.044% (n = 360,000); AID 602274; in the data active means survival enhancement above about 18%;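 further: cells exposed to compounds for 16 hours before the ATP read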
# NR2E3 ag-2 – activates human photoreceptor nuclear receptor NR2E3 | Q9Y5X4 | GST-NR2E3/biotin-RetCOR TR-FRET, 1536-well | inhibition of corepressor binding, % at 4.78 µM | actives 0.12% (n = 320,000) | AID 2300;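 active means percent inhibition above the cutoff of mean plus 3 SD of all tested compounds, set per screening campaign, cut at about 20% in these data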;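 further: 0% = DMSO wells and 100% = biotin wells as full block of FRET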
#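 Test system – NR2E3–RetCOR corepressor complex · Quantity – NR2E3 fusion 1.35 nM · Buffer or medium – Tris pH 7.5 · Incubation – Compound–protein incubation for 5 h at 4 °C · Technique – TR-FRET, Eu(K)-anti-GST donor, streptavidin-D2 acceptor, ex 340, em 617/671 nm · Evaluation – percent inhibition of 671/617 nm emission ratio versus biotin and DMSO controls · Plate – 1536-well format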
# C8 TRAIL sens – caspase-8 TRAIL sensitization; NB7+C8 cells + TRAIL, ATPlite viability luminescence; inhibition (viability loss, TRAIL sensitization), % at 10 µM; actives 1% (n = 360,000); AID 624354;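 active means compounds causing at least 50% loss of cell viability in the single-dose screen, relative to plate controls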
# * hit, by the source's call; / = not tested or not shown.
SMILES,HIF-2a block,NR2E3 ag-1,Peg3 promoter,LMP1 NFkB inh,MITF TRPM1 inh,CF NFkB inh,Shn3 3UTR inh,KKLEB cytotox,iPSC survival up,NR2E3 ag-2,C8 TRAIL sens
COc1cccc(C(=O)NOCc2ccc(C)cc2)c1OC,-60,-29,-20,5,-4,-8,2,5,3.0,5,2
CC(=O)[C@@]1(O)[C@H](C)CC2C3CC=C4CC(OP(=O)(O)O)CC[C@]4(C)C3CC[C@@]21C (stereo not given in full),8,-20,-10,-4,3,-9,6,-6,-0.2,-1,-6
Brc1ccc(-c2c[n+]3c(n2-c2ccccc2)SCC3)cc1,14,-14,3,/,/,-6,29,-14,0.1,2,10
Cc1ccccc1OCC(=O)Nc1ccc(C)c(S(=O)(=O)N2CCCCCC2)c1,6,9,25,5,5,31,22,-8,-0.5,1,2
COc1ccc(-c2cnnn2-c2ccc(NC(=O)c3ccc(S(=O)(=O)N4CCCCC4)cc3)cc2)cc1OC,17,36,33,9,22,23,15,-17,-1.7,2,14
COc1ccc(CCC(=O)N(C)CC(=O)Nc2cc(C)ccc2C)cc1,11,-12,3,-5,1,14,-1,-3,0.7,0,-3
O=C(NC(Cc1c[nH]c2ccccc12)C(=O)O)c1ccc2c(c1)OCO2 (stereo not given),11,-44,0,1,0,-4,-1,-5,1.5,0,-8
C(=C\c1nc(N2CCCCCC2)c2ccccc2n1)/c1ccccc1,-144,-15,-70,-7,-12,-1,65,-4,-0.1,-2,14
Cc1nnc2n(c1=O)N=C(c1ccc(Cl)cc1)CS2,-92,-120,-176,-36,-5,-8,-77,16,3.2,-1,6
COc1ccc(-c2noc(CCC(=O)N3CCN(c4cccc(F)c4)CC3)n2)cc1,1,13,2,-16,3,16,-25,-1,2.1,/,-8
O=C(CSc1nnc(COc2ccccc2)o1)N1CCCCC1,0,-28,13,-4,-5,-8,17,2,-0.3,3,-21
O=C(Cc1ccccc1)Nc1cc2c(cc1Cl)OCCCO2,-221,-68,-228,-19,-96,7,-105,8,-0.9,2,3
CNC(=O)c1sc(-c2ccccn2)nc1C,-13,0,-13,3,-8,19,3,-7,0.6,0,0
COC(=O)Cn1c2ccc(F)cc2c2nc(C)sc21,13,-4,0,-2,4,-8,-27,9,-0.2,3,0
COc1ccc(CCNC(=O)c2ccc(-c3ccc([N+](=O)[O-])cc3Cl)o2)cc1OC,8,-22,6,23,8,-4,39,4,-1.3,2,7
Cc1ccc(S(=O)(=O)Nc2cccc3c2O[C@H](CN(C)Cc2ccc(-c4ccccc4)cc2)[C@@H](C)CN([C@H](C)CO)C3=O)cc1,-12,3,28,15,14,39,-5,-8,0.3,/,18
O=C(CN1CCC(NC(=O)c2ccccc2)CC1)NCc1ccccc1F,5,10,12,4,0,3,1,-7,-1.0,-1,3
Cc1ccccc1NC(=O)COC(=O)c1ccc2c(c1)OCCO2,-6,-12,-16,-15,2,24,-12,0,0.2,/,7
CCCCn1c(N)c(N(C)C(=O)c2ccc(-n3cccn3)cc2)c(=O)[nH]c1=O,3,-15,2,-1,2,-16,-6,10,-0.2,3,-1
CSc1ccc(S(=O)(=O)NCC(=O)OCC(=O)NCc2ccco2)cc1[N+](=O)[O-],9,1,-4,-2,-3,26,-19,-19,-0.5,-2,-3
O=C(NC1=NCCS1)c1cccs1,-30,-17,-20,-2,-3,-29,-4,25,-0.2,-1,45*
COc1ccc(/C=C(/NC(=O)c2ccco2)C(=O)N2CCc3ccccc32)cc1OC,16,13,22,-1,-71,15,-18,8,-0.5,1,-13
CC(=O)C1=C(O)CCC1=N,6,-44,-2,5,9,-13,3,11,-0.3,-2,-17
O=C(O)c1ccc(N2C(=O)CC(N3CCC(c4nc5ccccc5[nH]4)CC3)C2=O)cc1 (stereo not given),25,8,12,5,-5,-8,-10,4,-2.3,1,2
CCOC(=O)C1=CN(Cc2ccco2)S(=O)(=O)N(CC)C1c1ccc(C(F)(F)F)cc1 (stereo not given),7,-14,10,1,-6,-7,17,-9,1.9,/,8
CC1=CN2C(=N)/C(=C\c3cn(CCCOc4ccccc4)c4ccccc34)C(=O)N=C2S1,3,-18,25,3,19,36,27,-37,3.1,-1,13
O=C(CC1C[C@H](C(=O)N2CCCCC2)[C@@]2(CCc3ccccc3)c3[nH]c4ccccc4c3CCN2C1=O)NCCCn1ccnc1 (stereo not given in full),8,6,10,-1,5,9,-7,2,-1.0,/,1
Cc1ccc(S(=O)(=O)N(CCO)c2cc3c(s2)CCCC3)cc1,10,3,4,-6,-1,-7,20,2,0.0,-2,-11
O=C(NNc1ccnc2cc(Cl)ccc12)C1CCCCC1,-5,58,-10,9,25,-3,84,-9,-0.4,-1,48
CS(=O)(=O)N(CC(=O)N1CCc2ccccc2C1)c1ccc(Cl)cc1F,16,-3,25,7,1,-4,8,-13,-0.8,/,-7
COc1ccc(N(C(=O)C(C)C)S(=O)(=O)c2cccc3cccnc23)cc1,7,19,7,2,-7,10,2,-5,1.5,-4,-10
Cc1cc(C)cc(NC(=O)CN2CCc3ccccc3C2)c1,15,-6,-6,7,2,14,2,-6,0.3,-1,-2
O=C(O)CCC(=O)N1CCN(c2ccccn2)CC1,10,-29,10,-1,-5,8,-14,3,5.2,0,-8
CC(C)c1nnc(NC(=O)CCC(=O)NCc2ccc3c(c2)OCO3)s1,1,-2,-3,6,12,-7,1,-5,8.9,5,-24
CC(C(=O)NC1CCCCC1)N(Cc1ccccc1)C(=O)c1snc(C(N)=O)c1N (stereo not given),16,0,0,-5,-9,3,14,5,0.3,2,2
Cc1c(NC(=O)c2ccc(COc3ccc4ccccc4c3)o2)c(=O)n(-c2ccccc2)n1C,-186,-181,-100,15,-22,-3,7,1,-1.1,4,9
O=C1c2ccccc2S(=O)(=O)c2cc(C(=O)N3CCC(N4CCCC4)CC3)ccc21,-9,-12,-9,1,-2,-22,-6,6,-1.9,5,16
Cc1ccc[n+](CC(=O)Nc2ccc(N(C)C)cc2)c1,6,-16,0,2,5,-27,-5,4,-0.4,-7,-6
Cc1[nH]nc2c1C1(CCOC1C)C(C#N)=C(N)O2 (stereo not given),8,-16,4,11,5,12,-24,-3,0.7,2,-4
COc1ccc(NC(=O)CSc2nc3ccc(OC)cc3[nH]2)cc1,-10,-6,-2,-8,4,6,-7,-5,4.3,2,-14
FC(F)(F)c1ccccc1CN1CCN(C2CCCCCC2)CC1,7,-2,7,4,-16,19,20,-2,-4.0,-4,1
CCOc1cccc(-c2nn3c(-c4cc(C)[nH]n4)nnc3s2)c1,-1,-29,-7,8,-17,-14,6,-6,-1.0,4,0
COc1ccccc1NC(=O)Cn1nnc(-c2ccccc2NC(=O)c2ccco2)n1,15,-1,26,8,36,22,-3,-33,2.7,-1,32
CC(=O)N1CCC(C(=O)NCCOc2ccc(C)cc2)CC1,16,-2,3,22,-5,8,-23,-1,-0.3,2,-9
Cc1cc(C(=O)N/N=C/c2cccc([N+](=O)[O-])c2)c2ccccc2n1,17,7,10,3,2,-46,16,14,-0.9,5,2
Cc1cc(C)n(C(=O)CCCn2cc([N+](=O)[O-])cn2)n1,17,16,13,-1,1,-33,-9,-4,-0.6,-1,17
Cc1c(C=O)c2ccccc2n1CC(=O)NC(C)c1ccccc1 (stereo not given),20,-16,-7,2,9,23,17,16,0.9,5,0
O=[N+]([O-])/C(C(Cl)=C(Cl)Cl)=C(\Sc1ccccc1)N1CCCCC1,-1,-2,29,-14,34,29,-5,5,-3.5,1,4
CC(Oc1ccc(Br)cc1)C(=O)NCc1ccccn1 (stereo not given),3,-8,-15,-20,1,13,-4,-2,-0.4,11,5

# In a second layout: 12 of the compounds above
Compound	HIF-2a block	NR2E3 ag-1	Peg3 promoter	LMP1 NFkB inh	MITF TRPM1 inh	CF NFkB inh	Shn3 3UTR inh	KKLEB cytotox	iPSC survival up	NR2E3 ag-2	C8 TRAIL sens
O=C(CC1C[C@H](C(=O)N2CCCCC2)[C@@]2(CCc3ccccc3)c3[nH]c4ccccc4c3CCN2C1=O)NCCCn1ccnc1 (stereo not given in full)	8	6	10	-1	5	9	-7	2	-1.0	/	1
Cc1ccc(S(=O)(=O)N(CCO)c2cc3c(s2)CCCC3)cc1	10	3	4	-6	-1	-7	20	2	0.0	-2	-11
O=C(NNc1ccnc2cc(Cl)ccc12)C1CCCCC1	-5	58	-10	9	25	-3	84	-9	-0.4	-1	48
CS(=O)(=O)N(CC(=O)N1CCc2ccccc2C1)c1ccc(Cl)cc1F	16	-3	25	7	1	-4	8	-13	-0.8	/	-7
COc1ccc(N(C(=O)C(C)C)S(=O)(=O)c2cccc3cccnc23)cc1	7	19	7	2	-7	10	2	-5	1.5	-4	-10
Cc1cc(C)cc(NC(=O)CN2CCc3ccccc3C2)c1	15	-6	-6	7	2	14	2	-6	0.3	-1	-2
O=C(O)CCC(=O)N1CCN(c2ccccn2)CC1	10	-29	10	-1	-5	8	-14	3	5.2	0	-8
CC(C)c1nnc(NC(=O)CCC(=O)NCc2ccc3c(c2)OCO3)s1	1	-2	-3	6	12	-7	1	-5	8.9	5	-24
CC(C(=O)NC1CCCCC1)N(Cc1ccccc1)C(=O)c1snc(C(N)=O)c1N (stereo not given)	16	0	0	-5	-9	3	14	5	0.3	2	2
Cc1c(NC(=O)c2ccc(COc3ccc4ccccc4c3)o2)c(=O)n(-c2ccccc2)n1C	-186	-181	-100	15	-22	-3	7	1	-1.1	4	9
O=C1c2ccccc2S(=O)(=O)c2cc(C(=O)N3CCC(N4CCCC4)CC3)ccc21	-9	-12	-9	1	-2	-22	-6	6	-1.9	5	16
Cc1ccc[n+](CC(=O)Nc2ccc(N(C)C)cc2)c1	6	-16	0	2	5	-27	-5	4	-0.4	-7	-6

# These rows are one share of the data; count on the stated rates, not on these rows.
